mouse IAP activators = activators of mouse IAP, confirmation, biochemical, luminescence, single concentration (AID 434970); purified mouse IAP, CDP-Star luminescence, 30 min; active compounds read low; activity change, negative = activation, % at 10 µM; hit rate 2.9% among 11,000; in the data active = activity change below about -85%;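 also: percent relative to enzyme plus DMSO wells and wells without enzyme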
mouse IAP activators Fold change = also measured in mouse IAP activators; calls as there; activation factor; measured here: IAP activation factor; active compounds read high;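 fold luminescence change scaled to plate control wells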
* marks the source's active call; other numbers are inactive results. Some of the compounds tested (hit frequency here may not be typical).

mouse IAP activators,mouse IAP activators Fold change,mol
7.3,0.927,O=C(c1ccco1)N1CCN(c2ncnc3c(-c4ccccc4)nsc23)CC1
15.2,0.848,CCOC(=O)C1=C(C)OC(N)=C(C#N)C1c1ccc(O)c(OC)c1 (stereo unspecified)
-2.8,1.03,COCCOCCn1cnc2ccccc21
7.0,0.93,CC(=O)N1CCn2c3ccc(C)cc3c3cccc1c32
65.6,0.344,Nc1nnc(-c2ccco2)s1
-15.1,1.15,Cc1cc(C)c(NC(=O)CN2C(=O)NC3(CCOc4ccccc43)C2=O)c(C)c1 (stereo unspecified)
-32.2,1.32,O=S1(=O)N[C@@H](CC2CCCCC2)COc2cc(Br)ccc21
-3.2,1.03,O=C(c1ccccc1)c1ccc(OC(=O)N2CCCC2)cc1
4.7,0.954,COC(=O)c1sccc1NC(=S)N1CCCCC1
28.0,0.72,c1ccc(CSc2n[nH]c(-c3ccco3)n2)cc1
6.2,0.938,COc1ccc2nc(NC(=O)Cn3cnc4c(=O)n(C)c(=O)n(C)c43)sc2c1
-2.6,1.03,Cc1cccc(-n2c(SCC(=O)Nc3ccc4c(c3)OCO4)nnc2-c2ccoc2C)c1

New compounds follow:
mouse IAP activators,mouse IAP activators Fold change,mol
-1.3,1.01,N/C(=N/O)c1nc(N2CCCC2)nc(N(c2ccccc2)c2ccccc2)n1
4.1,0.959,O=C(c1ccccn1)N(Cc1ccco1)C1(C(=O)NC2CCCCC2)CCCCC1
-122.8*,2.23*,O=C(Nc1ccccc1)NC1CC2CCC(C1)N2Cc1nnnn1Cc1ccc2c(c1)OCO2 (stereo unspecified)
3.1,0.968,Cc1cc(C)cc(-n2nnc(C(=O)NCc3ccc4c(c3)OCO4)c2N)c1
-10.2,1.1,O=C(NCc1cccnc1)NC1(C(F)(F)F)Oc2ccccc2O1
3.2,0.968,CCOC(=O)c1cnc(Nc2ccc(OCC)cc2)nc1C
2.8,0.972,CCCCc1cc(=O)oc2cc(OS(C)(=O)=O)ccc12
3.1,0.969,CCOc1ccc2nc(NC(=O)CSc3nc4cccnc4n3C)sc2c1
-38.8,1.39,CCCCCCCC(=O)NC(Nc1ccc(S(N)(=O)=O)cc1)C(Cl)(Cl)Cl (stereo unspecified)
-6.2,1.06,C/C(N)=C(/C#N)C(=O)COC(=O)C(NS(=O)(=O)c1ccc(Cl)cc1)C(C)O (stereo unspecified)
3.8,0.962,COc1ccccc1N(CC(=O)Nc1ccc(F)c(F)c1)S(C)(=O)=O
-8.3,1.08,COc1cc2c(cc1OC)C(C(=O)N1CCCC1)C(c1ccccc1F)N(C)C2=O (stereo unspecified)

The results go on.
mouse IAP activators,mouse IAP activators Fold change,mol
8.6,0.914,NC(=O)c1c(C(F)(F)F)cc(-c2ccccc2)nc1NCCO
5.2,0.948,CC1(C)Cc2cccc(OCC(=O)Nc3cc(C(F)(F)F)ccc3N3CCOCC3)c2O1
15.4,0.846,CCOC(=O)c1c(C)[nH]c(O)c1C=Nc1ccc(C(F)(F)F)cc1
-3.9,1.04,COc1ccc(OC)c(N(CC(=O)Nc2ccc3c(c2)OCO3)S(=O)(=O)c2ccccc2)c1
13.1,0.869,CCc1ccc2oc(=O)cc(CN3CCC(C)CC3)c2c1
38.2,0.618,CN(C)c1ccc(/C=C/c2ccc3ccccc3[n+]2C)cc1
-52.0,1.52,Cn1c(CNC(=O)Nc2cccc(Cl)c2)nnc1SCc1ccccc1
2.9,0.972,O=C(NCC(=O)N(c1ccccc1F)C(C(=O)NCC1CCCO1)c1ccccc1)c1ccco1 (stereo unspecified)
6.7,0.933,Cc1c(C(=O)NCc2cccnc2)oc2ccc(S(=O)(=O)N3CCCC(C)C3)cc12 (stereo unspecified)
-7.0,1.07,O=c1cc(C(F)(F)F)oc2c1ccc1ccccc12
3.8,0.962,FC(F)(F)c1nc(-c2ccncc2)ncc1-c1nnnn1-c1ccccc1
-7.9,1.08,CC[C@]12c3[nH]c4cc(-c5ccco5)ccc4c3CCN1C(=O)[C@@H](CC(=O)NCCCN(C)C)C[C@@H]2C(=O)N1CCN(C(=O)C2CC2)CC1

The final four records of the section above come first, to join the parts.
mouse IAP activators,mouse IAP activators Fold change,mol
6.7,0.933,Cc1c(C(=O)NCc2cccnc2)oc2ccc(S(=O)(=O)N3CCCC(C)C3)cc12 (stereo unspecified)
-7.0,1.07,O=c1cc(C(F)(F)F)oc2c1ccc1ccccc12
3.8,0.962,FC(F)(F)c1nc(-c2ccncc2)ncc1-c1nnnn1-c1ccccc1
-7.9,1.08,CC[C@]12c3[nH]c4cc(-c5ccco5)ccc4c3CCN1C(=O)[C@@H](CC(=O)NCCCN(C)C)C[C@@H]2C(=O)N1CCN(C(=O)C2CC2)CC1
2.3,0.977,Cn1cc(CNC(=O)c2sc3cccc(Cl)c3c2Cl)cn1
5.8,0.942,CCCCS/C(N)=N/N=C/c1ccccc1O
7.8,0.921,Cn1nc(-c2ccc(Cl)cc2)nc2c(=O)n(C)c(=O)nc1-2
10.7,0.893,CCCCCc1cc(OC)cc2c1C(=O)OC(C)(C)O2
-6.8,1.07,CCc1ccc(NC(=O)CNC(=O)c2cn(-c3ccccc3OC)c(=O)c3ccccc23)cc1
-1.6,1.02,Clc1cc2c(c(Cn3cnc4ccccc43)c1)OCOC2
-3.6,1.04,CN1C(=O)C2(CCCCC2)C1c1ccccc1 (stereo unspecified)
10.7,0.893,CC(=O)Nc1cccc(-c2nc3ccccc3c(=O)o2)c1
-8.8,1.09,COc1ccc(Nc2nc(C)cc(C)c2C#N)cc1
2.4,0.977,CCN1C(=O)[C@H]2[C@H]3CN=C(SCc4ccc(C#N)cc4)N3[C@@](Cc3ccccc3)(C(=O)OC)[C@H]2C1=O
-1.6,1.02,O=C(CSc1nnc(-c2ccncc2)n1CCc1ccccc1)NCc1ccccc1
-30.8,1.31,C[C@]12c3[nH]c4ccc(Cl)cc4c3CCN1C(=O)[C@@H](CC(=O)NCCCn1ccnc1)C[C@@H]2C(=O)N1CCCCC1

Further compounds follow:
mouse IAP activators,mouse IAP activators Fold change,mol
8.0,0.92,Cc1[nH]n(-c2ccc([N+](=O)[O-])cc2)c(=O)c1C=NCCN1CCN(C(=O)c2ccccc2)CC1
-4.3,1.04,Cc1cnc(C(=O)Nc2nnc(C)s2)cn1
-120.9*,2.21*,COc1ccc(CNC(=O)Nc2cccc(C(F)(F)F)c2)cc1OC
-9.8,1.1,COc1cc(SC)ccc1C(=O)NC1CCCCC1
-1.5,1.02,Cc1ccccc1NC(=O)/C(=C\c1cccs1)NC(=O)c1ccccc1
7.2,0.928,CCOC(=O)Nc1nc2ccccc2s1
-8.4,1.08,COc1cccc(NC(=S)NCCN2CCOCC2)c1
0.5,0.995,CCc1cccc(OCCCCNCCO)c1
7.8,0.922,O=C(NCC1(c2ccccc2)CCCC1)C(=O)N1CCOCC1
3.1,0.969,COc1ccc2ccccc2c1/C=N/O
0.9,0.99,COc1ccc(CCNC(=O)C2CCN(S(=O)(=O)c3cnc[nH]3)CC2)cc1OC
-1.1,1.01,CCOC(=O)c1c(C(F)(F)C(F)(F)C(F)(F)C(F)(F)F)n[nH]c1C

(continued)
mouse IAP activators,mouse IAP activators Fold change,mol
-9.0,1.09,CCCOC(=O)CCn1c(=S)oc2ccccc21
7.1,0.929,CCOc1ccc(/C=N/n2c(SC)nnc2-c2ccccc2)cc1OCC
-7.7,1.08,O=C(Nc1ccc(OCC(=O)N2CCN(S(=O)(=O)c3ccccc3)CC2)cc1)c1ccco1
4.3,0.957,O=C(Nc1c(-c2ccccc2)nc2c(Br)cc(Br)cn12)c1ccco1
2.7,0.973,CCOC(=O)c1ccccc1NC(=O)COc1cc(=O)n(CC)c2ccccc12
5.7,0.943,O=C(CN1CCN(c2ccccn2)CC1)Nc1cccc(C(F)(F)F)c1
4.8,0.952,CCN(CC)C(=O)[C@H]1CC(CC(=O)NC(C)(C)C)C(=O)N2CCc3c([nH]c4ccc(OC)cc34)[C@]12C (stereo partly specified)
58.9,0.411,CCOC(=O)CSC1=Nc2ccccc2C2=NC(CC(=O)NCc3ccc4c(c3)OCO4)C(=O)N12 (stereo unspecified)
-2.4,1.02,Cc1cc(=O)oc2cc(Oc3ncccn3)ccc12
-64.5,1.65,S=C(NCC1CCCCC1)Nc1ccc(Oc2ccccc2)cc1
8.6,0.914,O=C(CCNS(=O)(=O)c1cccc2nsnc12)NC1CCN(Cc2ccccc2)CC1
-0.9,1.01,CC1(C)CC(=O)c2cc(OCC(=O)N3CCOCC3)ccc2O1

Profiles, looked up by structure. Order of values: mouse IAP activators	mouse IAP activators Fold change
`CCOC(=O)c1ccccc1NC(=O)COc1cc(=O)n(CC)c2ccccc12` is entered as 2.7	0.973
`O=C(Nc1ccc(OCC(=O)N2CCN(S(=O)(=O)c3ccccc3)CC2)cc1)c1ccco1` is entered as -7.7	1.08
`S=C(NCC1CCCCC1)Nc1ccc(Oc2ccccc2)cc1` is entered as -64.5	1.65
`CC1(C)CC(=O)c2cc(OCC(=O)N3CCOCC3)ccc2O1` is entered as -0.9	1.01
`CCOc1ccc(/C=N/n2c(SC)nnc2-c2ccccc2)cc1OCC` is entered as 7.1	0.929

(more compounds)
mouse IAP activators,mouse IAP activators Fold change,mol
4.3,0.957,O=C(O)C1C2C=CC(C2)C1C(=O)OCc1ccccc1 (stereo unspecified)
-0.6,1.01,Cc1ccc(S(=O)(=O)N2C[C@@H]3[C@H]4CC[C@H](C4)[C@@H]3[C@@H](C)[C@H]2C#N)cc1
4.4,0.956,CCOC(=O)Nc1oc2ccccc2c(=O)c1C
6.2,0.939,COc1ccc(C/C(N)=N/OC(=O)Cc2ccccc2)cc1
57.1,0.429,O=C1NC(=Nc2ccc3ccccc3c2)S/C1=C/c1ccco1
-2.1,1.02,CC(C)C(=O)Nc1ncc(C(F)(F)F)cc1Cl
-10.4,1.1,O=C(O)CS(=O)(=O)c1ccc(Oc2ccc(S(=O)(=O)CC(=O)O)cc2)cc1
-3.5,1.04,O=C(COc1ccc(F)cc1Br)NCc1ccccn1
1.8,0.982,C#CC(C)(CC)NC(=O)c1cc(OC)c(OC)c(OC)c1 (stereo unspecified)
3.8,0.963,CC1(C)CC(=O)c2c(noc2-c2ccccc2)C1
74.3,0.257,O=c1[nH]c2ccc(S(=O)(=O)N3CCCCC3)cc2o1
12.3,0.877,O=C(c1ccco1)N1CCN(Cc2cccnc2)CC1

Random excerpt: six entries already listed
mouse IAP activators,mouse IAP activators Fold change,mol
-3.2,1.03,O=C(c1ccccc1)c1ccc(OC(=O)N2CCCC2)cc1
2.7,0.973,CCOC(=O)c1ccccc1NC(=O)COc1cc(=O)n(CC)c2ccccc12
38.2,0.618,CN(C)c1ccc(/C=C/c2ccc3ccccc3[n+]2C)cc1
-9.0,1.09,CCCOC(=O)CCn1c(=S)oc2ccccc21
-8.3,1.08,COc1cc2c(cc1OC)C(C(=O)N1CCCC1)C(c1ccccc1F)N(C)C2=O (stereo unspecified)
-32.2,1.32,O=S1(=O)N[C@@H](CC2CCCCC2)COc2cc(Br)ccc21

A draw from above in order of number of heavy atoms, lowest first:
mouse IAP activators,mouse IAP activators Fold change,mol
4.3,0.957,O=C(O)C1C2C=CC(C2)C1C(=O)OCc1ccccc1 (stereo unspecified)
-64.5,1.65,S=C(NCC1CCCCC1)Nc1ccc(Oc2ccccc2)cc1
6.7,0.933,Cc1c(C(=O)NCc2cccnc2)oc2ccc(S(=O)(=O)N3CCCC(C)C3)cc12 (stereo unspecified)

Following part
mouse IAP activators,mouse IAP activators Fold change,mol
-1.8,1.02,COCCOC(=O)C1=C(C)NC(=O)NC1c1c(OC)ncnc1OC (stereo unspecified)
-8.8,1.09,CC1CCC2(CC1)NC(CO)(CO)CO2 (stereo unspecified)
9.1,0.909,O=C(Nc1ccccc1Oc1ccccc1)c1cnccn1
6.4,0.936,CC1(C)N=C(SCC(=O)Nc2ccc(Cl)cc2)C(c2ccc(Cl)cc2)=N1
4.2,0.958,CCCN1CN(Cc2ccccc2)CC2=C1CC(C)(C)CC2=O
-1.6,1.02,COc1ccc(C)cc1NC(=O)CN1C(=O)c2cccc3cccc1c23
-0.3,1,CCOC(=O)c1oc2nc(C(C)C)c3c(c2c1N)CC(C)(C)OC3
-9.8,1.1,COc1cc(OC)cc(C(=O)NCCNC(=O)c2ccccc2)c1
9.6,0.904,C=CCn1c(CSc2nc3ccccc3s2)nnc1SCC(=O)NCc1ccco1
-119.1*,2.19*,COc1cccc(C(CC(=O)Nc2cccc3ccccc23)NC(=O)c2ccccc2)c1 (stereo unspecified)
-7.6,1.08,O=C(Cn1cc(C(=O)C2CC2)c2ccccc21)NC1CCCC1
14.2,0.857,C=C(C)CN(CC)c1nc(N)c2c(N)nc3c(c2c1C#N)CC(=O)N3C12CC3CC(CC(C3)C1)C2
0.5,0.995,COCC(C)NC(=O)c1ccccc1OC(C)=O (stereo unspecified)
-10.7,1.11,CCOc1ccccc1NC(=O)N1CCCC1C(=O)Nc1nnc(CC)s1 (stereo unspecified)
16.3,0.837,Cc1ccc(S(=O)(=O)NNC(=O)c2sc3nc(C)cc(C)c3c2-n2cccc2)cc1
